# NPY-Y2 PAM-ag: potentiates or activates human NPY-Y2 receptor | actives 0.45% (n = 220,000) | P49146 | cells expressing NPY-Y2, potentiator/agonist read-out | activation, % at 3.6 µM; in the data active = activation above about 27%;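 note: cells stimulated with NPY near EC25 plus isoproterenol at EC100; 0% = vehicle plus submaximal agonist and 100% = vehicle plus saturating agonist; some results beyond the cut were filed as inactive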
# Target sequence (P49146 whole entry, looked up): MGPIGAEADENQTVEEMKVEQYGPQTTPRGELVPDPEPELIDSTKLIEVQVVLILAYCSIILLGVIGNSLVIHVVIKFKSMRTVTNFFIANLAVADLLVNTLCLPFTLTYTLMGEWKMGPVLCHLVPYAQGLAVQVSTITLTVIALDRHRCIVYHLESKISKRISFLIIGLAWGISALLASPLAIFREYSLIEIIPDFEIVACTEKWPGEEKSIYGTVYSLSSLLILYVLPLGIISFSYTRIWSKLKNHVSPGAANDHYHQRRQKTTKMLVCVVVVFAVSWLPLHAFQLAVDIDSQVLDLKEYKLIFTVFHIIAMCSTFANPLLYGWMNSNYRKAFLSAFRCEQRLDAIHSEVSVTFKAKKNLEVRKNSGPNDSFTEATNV
# S1P4 antag: blocks the human S1P4 receptor. O95977. S1P4-expressing cells, antagonist mode, reporter read-out. inhibition, % at 4.98 µM. actives 0.26% (n = 220,000). AID 1510; in the data active = inhibition above about 29%;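 note: 0% = wells stimulated with agonist and 100% = vehicle wells without agonist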
# S1P4 ag: human S1P4 receptor agonism; O95977; S1P4-expressing cell line, agonist reporter assay; activation, % at 4.98 µM; actives 0.35% (n = 220,000); in the data active = activation above about 11%;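 note: 0% = DMSO vehicle and 100% = reference agonist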
# NPY-Y1 antag: antagonists of human neuropeptide Y receptor Y1. P25929. HEK293-CNG Y1 cells, membrane potential fluorescence; NPY at EC95, then isoproterenol. inhibition, % at 3.6 µM. actives 1% (n = 200,000);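 active = inhibition above the campaign mean inhibition of all tested compounds plus 3 SD, cut at about 20% in these data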;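 note: 0% = DMSO wells given NPY plus isoproterenol and 100% = isoproterenol alone without NPY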
#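 Material: HEK293 cells with Y1 receptor plus CNG channel; times: compound incubation 1 h at room temperature, readout 45 min post-stimulation; signal: fluorescence, membrane potential probe; read-out basis: fluorescence ratio normalized to % inhibition between controls; benchmarks: full-block control isoproterenol-only wells, zero-block control NPY plus isoproterenol wells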
# NPY-Y1 PAM-ag: potentiates or activates human NPY-Y1 receptor; AID 1304; NPY-Y1 expressing cells, potentiator/agonist activation; activation, % at 3.6 µM; P25929; actives 0.37% (n = 220,000); in the data active = activation above about 33%, passing the limit was not always enough;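 note: cells stimulated with NPY at EC10 then isoproterenol at EC100; 0% = low agonist plus stimulus and 100% = saturating agonist plus stimulus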
# Ba/F3 V617F tox: reduce viability of Ba/F3 cells dependent on JAK2V617F; Ba/F3 EpoR-JAK2V617F viability, ATP luminescence; inhibition, % at 5.6 µM; actives 1.1% (n = 220,000); AID 1446;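 active = inhibition above the campaign mean plus 3 SD over all tested compounds, cut at about 24% in these data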;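 note: cytokine-independent growth of Ba/F3 cells driven by EpoR plus mutant JAK2; 0% = DMSO-treated cells and 100% = JAK inhibitor I control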
# BaF3 tox: parental Ba/F3 viability inhibition as JAK2V617F counter-screen. AID 1486. actives 1.1% (n = 220,000). CellTiter-Glo ATP luminescence. inhibition, % at 5.6 µM;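 active = inhibition above a per-campaign cutoff, the mean inhibition of all tested compounds plus 3 SD, cut at about 27% in these data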;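 note: 0% = DMSO wells and 100% = JAK Inhibitor I control wells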
# CHOP inhibitor: blocks CHOP induction under ER stress. CHO-K1 CHOP-promoter luciferase, tunicamycin-induced, 15-18 h. inhibition, % at 10 µM. actives 3.8% (n = 220,000);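 active = compounds that reduced the stress-induced luciferase reporter signal by more than about 70% of percent inhibition, limit read from the data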;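 note: 0% = tunicamycin plus vehicle and 100% = wells without tunicamycin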
# NCF1 inh: inhibitors of human p47phox binding. p47phox/p22phox peptide binding, fluorescence polarization, 2 h. actives 0.53% (n = 220,000). inhibition, % at 24.7 µM;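 active = inhibition above about 30%, limit read from the data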;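 note: 0% = p47phox with labelled peptide and 100% = labelled peptide alone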
# Target sequence (P14598 whole entry, looked up): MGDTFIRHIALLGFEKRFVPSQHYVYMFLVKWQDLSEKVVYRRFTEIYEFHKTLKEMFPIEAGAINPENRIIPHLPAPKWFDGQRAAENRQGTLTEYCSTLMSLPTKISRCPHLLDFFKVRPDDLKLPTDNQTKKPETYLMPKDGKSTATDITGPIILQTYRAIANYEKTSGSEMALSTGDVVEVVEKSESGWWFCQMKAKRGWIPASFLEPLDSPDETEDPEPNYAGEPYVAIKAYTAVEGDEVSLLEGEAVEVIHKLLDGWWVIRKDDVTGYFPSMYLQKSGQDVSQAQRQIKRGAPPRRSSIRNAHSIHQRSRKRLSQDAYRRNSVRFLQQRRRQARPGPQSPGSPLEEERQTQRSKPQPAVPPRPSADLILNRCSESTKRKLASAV
# The depositor's hits bear a star; · = not tested or not shown.
molecule,S1P4 ag,Ba/F3 V617F tox,NCF1 inh,CHOP inhibitor,NPY-Y2 PAM-ag,NPY-Y1 PAM-ag,NPY-Y1 antag,BaF3 tox,S1P4 antag
Cn1nc(-c2ccccc2)c(C(O)c2ccc(Cl)cc2)c1Cl (stereo not given),-1.9,-4,-3,14,0,-12,5,2,-15
CCn1c(=O)c(C(=O)NCCNCCO)c(O)c2ccccc21,0.9,-2,-87,-8,-18,-26,11,1,-1
O=C(c1ccccc1)c1ccc2nc(-c3ccco3)c(-c3ccco3)nc2c1,0.7,-2,-8,72*,-3,12,3,3,8
COC(=O)c1sccc1S(=O)(=O)Nc1ccc(S(N)(=O)=O)cc1,1.0,0,-3,-6,-8,6,·,-2,9
Cc1ccccc1N1CCN(CCCOc2ccc3c(C)cc(=O)oc3c2)CC1,1.2,-2,-2,64,-14,-67,19,4,-17
C=CCn1c(C)c(C(C)=O)c(N2CCCC2)nc1=S,2.9,-1,-12,49,3,9,0,2,13
O=C(Cc1ccccc1F)Nc1cccc2cccnc12,1.2,0,-6,4,3,-1,5,11,-5
Cc1ccc(NC(=O)OCCN2CCN(Cc3ccccc3)CCC2=O)cc1,-0.8,-5,3,18,9,3,-3,-1,3
O=C(CSc1ccc2nnc(-c3ccccc3)n2n1)N1CCN(c2ccccc2)CC1,-2.6,4,·,·,-2,-9,-3,4,-9
O=C(Nc1ccc(NC(=O)c2cc([N+](=O)[O-])ccc2N2CCOCC2)cc1)c1cccs1,1.1,0,-12,-10,-4,-4,1,7,7
O=C1CCC(=O)N1c1ccc(CSc2nnnn2C2CCCCC2)cc1,2.6,1,-5,-12,3,-8,-2,1,2
O=c1c2ccccc2c(C=Nc2cccc(S(=O)(=O)NC3=NCCCCC3)c2)c(O)n1Cc1ccccc1,-2.4,-3,-9,24,-23,17,·,3,7
CC(C)(C)c1cc2cccnc2n1Cc1ccccc1,-2.6,0,-3,-2,-20,3,7,4,5
Cc1cc(/C=N/NC(=O)Cn2c3ccccc3c(=O)c3ccccc32)c(C)n1-c1ccc(Cl)cc1,4.9,4,-26,25,31*,30,-3,5,-17
CCO/C=C1/C(=O)N(Cc2ccccc2)C(=O)c2ccccc21,0.6,-3,-9,-13,-4,-3,5,1,2
Cc1ccc(C)c(NC(=S)NNC(=O)c2csc(C(C)C)c2)c1,-0.8,1,-4,16,-25,-42,7,5,7
Cc1onc(-c2c(Cl)cccc2Cl)c1-c1nnc(-c2ccc(Cl)cc2)o1,0.8,-4,1,-2,-11,-34,·,4,0
COc1ccc(NC(=O)c2cc3c(=O)n4ccccc4nc3n2C)c(OC)c1,0.6,2,-17,-31,2,-10,2,7,0
CCO[C@H]1OC(C(=O)N2CCN(Cc3ccccc3)CC2)=C[C@@H](c2ccccc2)[C@@H]1CCCO,-1.2,-3,·,14,-3,4,5,1,5
COc1cnc(-c2ccccn2)nc1Sc1ccccc1,1.8,-2,-8,-6,3,-7,-2,10,-6
Cc1ccc(Cn2c(=N)c(C(=O)NCc3ccco3)cc3c(=O)n4ccccc4nc32)cc1,4.0,-1,-1,-37,-3,15,36*,0,0
O=C(c1ccc(CS(=O)(=O)c2ccc(Br)cc2)o1)N1CCOCC1,-0.9,-2,-5,0,15,17,0,8,-9
CNC(=O)COC(=O)c1ccccc1C(=O)c1ccc(Cl)c([N+](=O)[O-])c1,-1.4,4,-14,97*,10,14,6,4,18
C#CCOCCOCCOCCNc1nc(N2CCOCC2)nc(N2CCN(C(=O)[C@H](CCCCN)n3cc([C@@H](N)C(C)CC)nn3)CC2)n1 (stereo not given in full),-0.9,2,-1,5,-6,12,-1,-2,3
CCSc1nc2c(c(-c3ccc(C)o3)c1C#N)CCCC2,2.4,-2,4,23,-2,-5,3,1,-22
Oc1ccc(Cl)cc1N=Cc1sc2ccccc2c1Cl,0.3,40*,-4,35,3,13,0,16,2
Cc1ccc(N(Cc2cc3ccccc3[nH]c2=O)C(=O)c2ccco2)c(C)c1,1.6,-2,-8,16,16,22,0,6,-16
O=C(Nc1cccnc1)c1cccc(S(=O)(=O)N2CCOCC2)c1,-0.5,-5,7,3,8,1,-5,-3,2
COc1ccc(S(=O)(=O)N2CCC(C(=O)N3CCc4ccccc4C3)CC2)cc1OC,1.3,-1,-12,-4,13,21,-4,5,-10
CCN(CC)CCN(C(=O)Cn1nnc(-c2ccc(C)o2)n1)C(C(=O)NC(C)(C)C)c1cccs1 (stereo not given),2.0,1,-8,-11,-53,-60,45*,10,3
CC(C)CCNC(=O)C(c1cccnc1)N(Cc1ccccc1)C(=O)Cn1nnc2ccccc21 (stereo not given),-3.8,2,·,·,-5,-50,-1,3,7
CC(NC(=O)Cc1cccs1)C(c1cccs1)N1CCOCC1 (stereo not given),3.3,2,-20,5,-6,-18,-2,4,-7
O=S(=O)(NCCc1cn2ccccc2n1)c1ccc2c(c1)OCCO2,-0.4,-3,-10,29,4,-8,-2,-1,-2
CCc1nnc(NC(=O)Cc2ccc(OC)c(OC)c2)s1,1.1,1,-1,4,0,-7,2,3,-5
O=C(Nc1cccc2ccccc12)/C(Cl)=C/c1ccccc1,-1.2,-2,-9,4,-40,-36,9,1,61*
O=C(c1csc2ccccc12)N1CCN(c2ccc(Cl)c(Cl)c2)CC1,0.7,-2,-11,57,-10,-24,4,9,-10
Cc1ccc(OCC(=O)Nc2ccc3c(c2)CCC3)c([N+](=O)[O-])n1,0.3,-4,5,-12,16,18,-2,6,-9
O=c1[nH]cnc2sc3c(c12)CCCC3,0.4,-2,-18,-1,0,9,-3,2,-14
O=C(Cc1c(F)cccc1Cl)NCC1CCCO1 (stereo not given),2.3,0,-6,-15,-2,32,-2,3,1
CC1(C)CC(=O)C=C(Nc2ccccc2NC(=O)c2cnccn2)C1,0.8,-2,-8,8,13,-41,3,5,0
Cc1ccc(-c2nn(-c3ccccc3)cc2/C=C/C(=O)O)o1,0.4,8,-2,-12,13,2,3,11,2
CC(C)(C)c1[nH]ncc1[N+](=O)[O-],-0.5,-3,0,13,4,-2,-3,3,10
Cc1cccc(-c2cc(C(=O)Nc3ccc4c(c3)OCCO4)c3ccccc3n2)c1,-1.9,-4,-25,35,-34,-76,3,7,-11
CCOC(=S)SCc1cn2cccc(C)c2n1,3.1,6,-45,-23,-11,-9,-2,10,0
CCN(CC)CCNc1ncnc2c1[nH]c1ccc(OC)cc12,-1.8,0,-11,2,7,2,4,2,9
C/C(CCc1ccccc1)=N/NC(=O)C(=O)NC(C)c1ccccc1 (stereo not given),4.5,-2,1,0,-1,16,3,8,7
COc1ccc(N2C(=S)N=C(Nc3ccccc3)C23CCCCC3)cc1,1.0,1,-1,101*,0,13,7,6,-9
Cc1cc(OCCCCOc2ccc(C#N)cc2)ccc1[N+](=O)[O-],0.2,-3,4,32,-42,-44,·,-1,2
O=C(NCCc1cn2ccccc2n1)c1cc(COc2c(F)cccc2F)on1,-0.2,2,-2,0,-5,-4,-5,4,-8
CCC(CC)C(=O)NCCc1ccc(OC)c(OC)c1,-3.7,0,-7,9,-3,10,8,3,-3

# The list goes on.
molecule,S1P4 ag,Ba/F3 V617F tox,NCF1 inh,CHOP inhibitor,NPY-Y2 PAM-ag,NPY-Y1 PAM-ag,NPY-Y1 antag,BaF3 tox,S1P4 antag
COc1ccc(C2NC(c3ccc(OC)cc3)C(c3ccccc3)C(=O)C2c2ccccc2)cc1 (stereo not given),-1.7,1,11,19,-14,-29,1,1,-4
COc1nsnc1NS(=O)(=O)c1ccc(NC(=S)NC(=O)c2cccnc2)cc1,1.2,-2,-8,6,-2,-15,-1,-3,-14
CC(C)(C)C(=O)NC(=S)NNC(=O)c1ccncc1,0.7,2,-9,15,-2,-5,-2,6,-5
COc1ccc(-c2csc(NC(=O)CSc3nc(C)cs3)n2)cc1,3.1,-4,-23,17,4,0,0,-2,0
CCCSC1=N/C(=C\c2ccc3c(c2)OCO3)C(=O)S1,1.5,-6,4,57,2,2,14,0,-13
CCCOc1ccc(N2C(=O)C3ON(c4ccccc4)C(CCC)C3C2=O)cc1 (stereo not given),0.4,1,-7,-8,-4,9,7,5,-17
Cc1cccc(NC(=O)CSCc2nc3c(nnn3Cc3ccc(F)cc3)c(=O)[nH]2)c1C,0.5,-3,-7,13,-20,-7,8,6,0
FC(F)(F)c1cccc(Cc2noc(CN(Cc3ccccn3)CC3CCCO3)n2)c1 (stereo not given),-0.7,1,-2,8,1,9,·,0,-10
Cc1ccc(NC(=O)COC(=O)c2cc(-c3cccs3)nn2-c2ccccc2)cc1[N+](=O)[O-],0.1,1,-10,-9,0,14,-4,3,-12
Cc1cc(N2CCN(C)CC2)nc2ccc(NC(=O)c3ccc4c(c3)OCO4)cc12,-0.3,-2,-10,-67,9,-3,1,1,1
Cc1ccn2c(C(=O)CSc3ccc(Cl)cc3)c(C)nc2c1,0.0,-5,-9,24,-14,-14,7,0,-11
C=C(C)Cn1c(CCNC(=O)C(C)C)nc2ccccc21,0.6,-3,-10,3,3,-10,1,-1,-3
COc1cc(OC)c(S(=O)(=O)NCc2cccnc2)cc1NC(C)=O,1.6,5,-6,5,1,-14,0,6,10
COC(=O)CS(=O)(=O)c1ccc(C)cc1,0.5,-1,-4,21,-12,-8,4,4,-9
CC(=O)N/C(=C\c1ccc(F)cc1)C(=O)N(C)C,-3.2,-1,-3,-10,7,6,1,7,-7
C=CCN1C(c2cccc(C(F)(F)F)c2)=CS/C1=C(/C#N)c1nnc(N2CCOCC2)n1-c1ccccc1,10.0,1,-7,23,-1,-9,5,2,-42
Cc1ccc(C(=O)N2CCN(S(=O)(=O)c3ccc(C)cc3)CC2)cc1,2.9,2,-14,0,4,11,-3,6,0
O=C(O)CCC(=O)Nc1ccc(C(=O)N2CCCCC2)cc1,0.4,-1,-12,-2,13,14,4,0,-9
CN(C)c1nc2n(c(=O)n1)CCO2,-1.9,-4,-11,-21,8,11,-4,-1,-24
CCNC(=O)N1CCNC(=O)C1CC(=O)OC (stereo not given),-0.8,-3,-4,20,8,12,5,1,-21
CC1(C(=O)N2CCN(c3ccccc3)CC2)CC1(Cl)Cl (stereo not given),-1.1,1,0,15,-2,17,1,8,-14
Cc1ccc(-n2cc(CN3CCN(C(=O)c4ncn[nH]4)CC3)c(-c3ccc(F)cc3)n2)cc1,-0.7,-3,-10,46,5,18,·,4,1
OC(c1ccccc1)c1nccn1Cc1ccccc1 (stereo not given),-1.6,-2,-7,3,4,-19,1,3,-7
CC1CC1C(=O)OCC(=O)c1c(N)n(C)c(=O)n(C)c1=O (stereo not given),1.4,-1,-7,-7,-5,8,1,9,5
Oc1ccc(/C=N/Nc2nn3cnnc3c3ccccc23)cc1,-0.3,1,-13,2,11,16,·,-2,-20
CC(=O)c1c(C)oc2ccc(N(C(=O)C3CCCCC3)S(=O)(=O)c3cc([N+](=O)[O-])ccc3C)cc12,0.9,-3,-10,47,3,-8,6,2,1

# Shown field by field: part of the list above.
mol: CC(C)(C)C(=O)NC(=S)NNC(=O)c1ccncc1
  S1P4 ag = 0.7; Ba/F3 V617F tox = 2; NCF1 inh = -9; CHOP inhibitor = 15; NPY-Y2 PAM-ag = -2; NPY-Y1 PAM-ag = -5; NPY-Y1 antag = -2; BaF3 tox = 6; S1P4 antag = -5
mol: COc1ccc(-c2csc(NC(=O)CSc3nc(C)cs3)n2)cc1
  S1P4 ag = 3.1; Ba/F3 V617F tox = -4; NCF1 inh = -23; CHOP inhibitor = 17; NPY-Y2 PAM-ag = 4; NPY-Y1 PAM-ag = 0; NPY-Y1 antag = 0; BaF3 tox = -2; S1P4 antag = 0

# Screening results: PubChem, several laboratories
